Coupling enz: counter-screen for Giardia aldolase inhibitors: coupling enzyme system. actives 0.67% (n = 290,000). coupling enzyme system counterscreen, AmpLite Red fluorescence. activity change, negative = inhibition, % at 58.2 µM, hits read low; in the data active means activity change below about -30%; further: on the % scale 0 is the no-effect control and ±100 the full control effect
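Final compound at 57.5 uM, incubated 10 min at RT with coupling enzyme reagent (glyceraldehyde-3-phosphate), then 20 min with substrate and AmpLite Red detection. Fluorescence read at 525/598 nm; tests interference with the coupling assay, not aldolase inhibition.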
FLuc modulator: counter-screen for miR-21 project: firefly luciferase inhibitors or activators. P08659. purified FLuc, Km substrates, luminescence inhibition. Potency, µM (series often up to 57.5 µM), inactives show at the highest dose activity change, negative = inhibition, most hits filed as inhibitors. actives 6.9% (n = 360,000);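 further: potency means the concentration at half of the fitted maximal effect; plate controls were vehicle for no effect and reference inhibitor for full effect; nearly all actives have a fitted effect of over 55% in size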
Target sequence (P08659 whole entry, looked up): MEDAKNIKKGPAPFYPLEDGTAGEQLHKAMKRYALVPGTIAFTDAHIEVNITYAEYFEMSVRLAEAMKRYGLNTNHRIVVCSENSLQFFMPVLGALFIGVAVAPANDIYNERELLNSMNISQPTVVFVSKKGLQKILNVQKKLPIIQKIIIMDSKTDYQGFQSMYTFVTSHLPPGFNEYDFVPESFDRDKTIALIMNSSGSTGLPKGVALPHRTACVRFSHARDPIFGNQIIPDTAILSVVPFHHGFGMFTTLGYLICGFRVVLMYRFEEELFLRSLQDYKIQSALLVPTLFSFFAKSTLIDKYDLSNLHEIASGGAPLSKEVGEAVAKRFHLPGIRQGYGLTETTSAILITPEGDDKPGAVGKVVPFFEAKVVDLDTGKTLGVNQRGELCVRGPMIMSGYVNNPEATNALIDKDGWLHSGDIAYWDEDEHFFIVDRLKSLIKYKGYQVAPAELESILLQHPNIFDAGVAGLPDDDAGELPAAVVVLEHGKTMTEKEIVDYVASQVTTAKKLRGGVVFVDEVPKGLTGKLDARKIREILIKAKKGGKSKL
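Purified P. pyralis luciferase (10nM final) with 10uM D-luciferin and 10uM ATP (Km levels) in 50mM Tris acetate pH 7.5, 10mM Mg acetate, 0.01% Tween-20, 0.05% BSA; qHTS 6-point titration, ~60 µM downward; luminescence read.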
RORg inh: blocks mouse ROR gamma transcriptional activity | P51450 | Drosophila S2 Gal4-RORgamma UAS-luciferase reporter, 20 h | Potency, µM (highest dose often 53.6 µM), inactives show at the top dose activity change, negative = inhibition, hits mostly inhibitors | actives 5.4% (n = 310,000) | AID 2551; further: potency means the concentration at half of the fitted maximal effect; on the % scale 0 is the no-effect control and ±100 the full control effect; nearly all actives have a fitted effect of over 60% in size
Target sequence (P51450 whole entry, looked up, the tested form may be a part): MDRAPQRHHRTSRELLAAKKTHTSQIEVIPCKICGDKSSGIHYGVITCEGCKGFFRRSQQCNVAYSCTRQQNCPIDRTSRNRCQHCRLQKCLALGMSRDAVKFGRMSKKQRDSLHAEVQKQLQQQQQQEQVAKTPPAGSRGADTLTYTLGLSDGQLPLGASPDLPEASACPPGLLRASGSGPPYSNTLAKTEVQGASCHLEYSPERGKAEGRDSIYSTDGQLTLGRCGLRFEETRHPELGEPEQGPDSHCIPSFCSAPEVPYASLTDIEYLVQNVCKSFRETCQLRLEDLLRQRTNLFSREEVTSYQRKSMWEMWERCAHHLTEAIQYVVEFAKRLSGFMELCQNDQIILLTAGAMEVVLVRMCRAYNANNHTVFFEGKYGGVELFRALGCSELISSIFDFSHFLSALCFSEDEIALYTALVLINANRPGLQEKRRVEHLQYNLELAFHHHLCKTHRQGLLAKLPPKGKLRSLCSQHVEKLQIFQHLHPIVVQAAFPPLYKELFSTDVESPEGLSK
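Compounds are pin-transferred onto Drosophila Schneider cells expressing a copper-inducible Gal4–ROR gamma transactivation domain fusion. After 1 hr, copper sulfate is added to 700 uM final; luciferase is read 20 hr later.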
Giardia kill: kills Giardia lamblia | Giardia lamblia trophozoite viability | activity change, % at 7.66 µM, hits read low | actives 0.15% (n = 340,000); in the data active means activity change below about -80%; inconclusive means between about -30% and that limit;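 further: parasites exposed to compound for two days anaerobically before the ATP read; on the % scale 0 is the no-effect control and ±100 the full control effect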
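ATP-content bioluminescence gauges trophozoite survival. Cells (100/well) receive compound and incubate anaerobically for 48 hrs at 37 deg C; detection reagent follows for 15-30 min at room temperature.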
ELG1 genotoxic: induces genotoxicity in HEK293T cells with luciferase-tagged ELG1 | HEK293T ELG1-luciferase reporter, luminescence, 16 h | Potency, µM (titrated, usually from 46 µM), inactives show top-dose activity change, positive = activation, actives largely listed as activators | actives 1.3% (n = 330,000) | AID 504466; further: potency means the concentration at half of the fitted maximal effect; % of control where 0% means no effect; nearly all actives have a fitted effect of over 60% in size
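Luminescence read-out: rising ELG1-luciferase signal, reflecting elevated ELG1 protein under genetic stress, flags genotoxic compounds. Cells were treated for 16 hr at 37 °C before ONE-Glo detection.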
Tb PFK block: blocks T. brucei phosphofructokinase; T. brucei PFK, ADP-Glo luminescence; Potency, µM (top dose mostly 57.5 µM), without a hit: top-dose activity, negative = inhibition, actives largely listed as inhibitors; actives 0.17% (n = 330,000);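 further: potency means the concentration at half of the fitted maximal effect; 0% = uninhibited 1x PFK enzyme wells and -100% = no-enzyme wells; nearly all actives have a fitted effect of over 60% in size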
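Luminescent ADP detection (ADP-Glo, two-step: ATP depletion then ADP-to-ATP conversion for luciferase) reported PFK activity after 45 min room-temperature reaction of 1.25 nM enzyme with 0.5 mM F6P and 0.1 mM ATP at pH 8.0.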
NPC1 prom act: NPC1 promoter activation | Huh7 NPC1 promoter luciferase reporter, 24 h | Potency, µM (highest dose often 9.22 µM), for inactives: at the highest dose activation, most hits filed as activators | actives 2.4% (n = 320,000) | AID 485313;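 further: potency means the concentration at half of the fitted maximal effect; % of control where 0% means no effect; nearly all actives have a fitted effect of over 60% in size; reporter is driven by a mutant NPC1 promoter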
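Stably transfected Huh7 (NPC1 promoter→luciferase), 1500 cells/well in Opti-MEM + 10% FBS, 2 h settle, then compound 24 h at 37 °C. Luminescence after 10 min with Amplite reagent.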
KCNH2 3.1 block: blocks the human KCNH2 3.1 channel isoform. U2OS KCNH2 3.1, thallium flux FluxOr; stronger effect = lower value. activity change, % (tested at about 1.8 µM). actives 0.95% (n = 340,000);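 active means maximum activity change below -70%; inconclusive means maximum activity change from -70% to -50%; inactive means maximum activity change above -50%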;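 further: thallium influx rate constant from kinetic fluorescence after stimulation buffer; on the % scale 0 is the no-effect control and ±100 the full control effect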
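Steps: virus added to U2OS suspension (4 h, RT, dark); medium with 10% FBS added, cells plated, 37 C overnight; FluxOr/Red40 loading buffer 45 min RT; stimulation buffer, 2 min kinetic read; rate constant normalized.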
uPA surface inh: inhibitors of cell surface uPA generation | Potency, µM (titrated, usually from 38.3 µM), for inactives: top-dose activity change, negative = inhibition, hits mostly inhibitors | cell surface uPA generation assay, qHTS | actives 0.31% (n = 330,000) | AID 540303; active means well fitted inhibition curve with a large enough effect; inconclusive means small, poorly fitted or top-dose-only effect; inactive means no such curve, though single readings can be large or run the other way; tested in mouse RAW 264.7 cells; further: potency means the concentration at half of the fitted maximal effect; on the % scale 0 is the no-effect control and ±100 the full control effect; nearly all actives have a fitted effect of over 55% in size
VP16 counter: inhibits Gal4-VP16 luciferase reporter, ROR gamma counter-screen. actives 3.5% (n = 310,000). AID 2546. Drosophila S2 Gal4-VP16 UAS-luciferase, luminescence, 20 h. Potency, µM (doses to about 53.6 µM), for inactives: top-dose activity, negative = inhibition, usual class: inhibitors;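 further: Gal4-VP16 expression switched on by copper sulfate through the metallothionein promoter; potency means the concentration at half of the fitted maximal effect; on the % scale 0 is the no-effect control and ±100 the full control effect; nearly all actives have a fitted effect of over 50% in size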
Rab9 promoter act: activates the Rab9 promoter; Huh7 Rab9 promoter-luciferase reporter, luminescence, 24 h; Potency, µM (doses to about 9.22 µM), for the others: at the highest dose activation, negative = inhibition, hits mostly activators; actives 2.8% (n = 320,000); AID 485297; further: potency means the concentration at half of the fitted maximal effect; % of control where 0% means no effect; nearly all actives have a fitted effect of over 60% in size
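Cell-based reporter: Huh7 stable for Rab9 promoter-driven luciferase, plated in reduced-serum medium with 10% FBS at 1500 cells/well, compound-treated 24 h at 37 °C, luminescence read after 10 min reagent.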
Numbers without * were called inactive; ? = inconclusive; . = no result given; & = joins results of further samples; [ ] = another dose, or the depositor's remark. Unless noted, the call rests on the fitted dose curve; in most records, active means well fitted curve in the direction sought with a large enough effect; inconclusive means small, poorly fitted or top-dose-only effect, or another doubt; inactive means no such curve, though single readings can be large; an effect the other way counts as inactive or inconclusive.

SMILES	Coupling enz	FLuc modulator	RORg inh	Giardia kill	ELG1 genotoxic	Tb PFK block	NPC1 prom act	KCNH2 3.1 block	uPA surface inh	VP16 counter	Rab9 promoter act
COc1ccc(CNC(=O)c2ccc(S(=O)(=O)N3CCOCC3)cc2)cc1	.	5%	.	-4	1%	-5%	-3%	5	-2%	.	0%
CC(=O)Nc1cc(-c2nn(CC(=O)N3CCCCC3)c(=O)c3ccccc23)ccc1N1CCOCC1	0	0%	36%	-19	8%	3%	1%	0	-2%	-2%	3%
O=C(Cc1ccccc1)NC1c2ccccc2-c2ccccc21	5	0%	1%	-15	1%	-1%	1%	-1	-3%	-20%	1%
CN(c1ccccc1C(=O)Nc1cccc([N+](=O)[O-])c1)S(=O)(=O)c1ccccc1	-4	5%	15%	-10	-7%	-6%	0%	2	7%	16%	0%
CCCn1cnnc1CNC(=O)C1CCC(=O)N(CCCc2ccccc2)C1 (stereo unspecified)	-1	-1%	-10%	-20	2%	-1%	1%	4	3%	4%	0%
Cc1cc(C)n(CC(=O)NNC(=O)c2ccc(S(C)(=O)=O)cc2)n1	.	.	.	-4	2%	3%	.	7	5%	.	.
O=C(c1ccc(COc2ccccc2Br)o1)N1N=C(C(F)F)CC1(O)C(F)F (stereo unspecified)	1	-6%	-26%	-14	-1%	0%	0%	4	7%	?	-5%
CC1(C)CC(C(CC(=O)O)c2ccccc2)CCO1 (stereo unspecified)	0	7%	-7%	13	2%	3%	0%	-5	-4%	-3%	0%
COc1ccc(Cn2c(C)nc3ccc([N+](=O)[O-])cc3c2=O)cc1	0	0%	?	2	-7%	-5%	-3%	2	4%	-11%	-2%
COC(=O)c1ccc(N2CCN(C)CC2)c(NC(=O)c2cccs2)c1	1	-3%	2%	-6	1%	4%	2%	5	-3%	10%	6%
CCC(CC)Nc1ccc(C(CC(N)=O)NC(=O)Cc2ccc(Br)cc2)cc1[N+](=O)[O-] (stereo unspecified)	3	1%	43%	-1	-2%	1%	-16%	-18	34%[activator]	0%	-6%
CO[C@H]1CC[C@@]2(C)[C@@H](CC[C@@H]3[C@@H]2CC[C@@]2(C)[C@H]3C[C@H](C(=O)N[C@@H](CCCN=C(N)N)C(=O)NCC(=O)N[C@@H](CC(=O)O)C(N)=O)O[C@]23CCCO3)C1	.	.	.	-4	6%	-4%	.	16	-4%	.	.
Cc1ccc(C)c(N2N=C(C(=O)OCC(=O)N(C)c3ccccc3)CCC2=O)c1	.	3%	.	38[activator]	1%	0%	-1%	-11	0%	.	-2%
CCOc1ccccc1N1CCN(C(=O)/C=C/c2cccc([N+](=O)[O-])c2)CC1	-2	6%	4%	0	-1%	-1%	-6%	-12	3%	19%	1%
O=C(NC1CCCC1)c1ccc(CSc2nc3ccncc3n2Cc2ccc(F)cc2)cc1	5	-19%	29%	-24	-6%	?	-1%	-10	-18%	-16%	0%
Cc1ccccc1NC(=S)NCCc1c[nH]c2ccccc12	1	0%	7.9µM*	4	-1%	1%	-2%	9	5%	11µM*	1%
CC(=O)c1ccc(NC(=O)c2cc(S(=O)(=O)N3CCOCC3)ccc2C)cc1	.	0%&-10%	0%	14	-6%	1%	2%	-5	-3%	-10%	-5%
O=C1NC(=Nc2ccccc2Cl)S/C1=C\c1cccc([N+](=O)[O-])c1O	5	-16%	.	?	1%	7%	2%	0	4%	.	0%
COc1ccc(OC)c(C2=NS(=O)(=O)N(C)C(C(=O)Nc3cccc(C(C)=O)c3)=C2)c1	-1	3%	31%	?	-7%	2%	-2%	12	-16%	?	-10%
COc1ccc(OC)c(/C=N/NC(=O)C(=O)N2CCCCCC2)c1	.	2%	-13%	8	2%	0%	-1%	-3	-5%	-2%	-9%
CCCCOc1cc(CC2CNC(=O)N2)ccc1OC (stereo unspecified)	0	.	3%	10	.	.	2%[46.1 µM]	-12	-23%	3%	-2%[46.1 µM]
O=C(OCc1cc2ccccc2[nH]c1=O)c1ccncc1	0	2%	-1%	15	0%	3%	-1%	-10	3%	-1%	7%
CSCCC(NS(=O)(=O)c1ccc(C)cc1)C(=O)N1CC=C(c2ccccc2)CC1 (stereo unspecified)	.	9%	.	14	1%	0%	-2%	18	-3%	.	0%
CCOC(=O)N1CCN(C(=O)CN(CC)S(=O)(=O)c2cc(C)ccc2OC)CC1	10	-2%	-31%	10	3%	1%	-3%	5	-2%	-3%	0%
O=C(c1cccc(COCC(F)(F)C(F)F)c1)N1CCN(c2ccccc2)CC1	1	2%	?	-4	.	.	.	12	-5%	-6%	.
Cc1c(OCC(=O)N[C@@H](CSCc2ccccc2)C(=O)O)ccc2c3c(c(=O)oc12)CCC3	2	-3%	1%	3	3%	1%	2%	10	17%	-10%	0%
Nc1c(Cl)cc(-c2cn(CCC(=O)O)c(-c3ccncc3)n2)cc1Cl	.	-4%	.	17	2%	-1%	-2%	.	8%	.	0%
O=C(NCc1cc(C(F)(F)F)ccc1Cl)c1cccc2c1C(=O)c1ccc(N3CCCCC3)cc1S2(=O)=O	.	.	.	-25	0%	4%	.	1	13%	.	.
CCOc1ccc(NC(=O)CSc2nc3[nH]ncc3c(=O)n2-c2ccccc2OC)cc1	0	?	1%	-9	0%	-3%	-2%	-14	4%	-11%	-2%
CCS(=O)(=O)N1CCN(c2c(Cl)cccc2[N+](=O)[O-])CC1	1	1%	1%	-14	0%	12%	-7%	4	0%	6%	-2%
O=C(c1cccc(Br)c1)N1CCN(C(=O)c2cccc(Br)c2)CC1	5	4%	26%	-5	-3%	1%	-1%	-6	-5%	-4%	1%
COC(=O)C1=C(NC(=O)COc2ccc3ccccc3c2)CCS1	3	-1%	?	5	1%	-4%	-2%	2	5%	-7%	-3%
CCn1c(CNC(=O)c2ccccc2F)nnc1SCCOc1ccccc1	1	-1%	16%	-4	-3%	-2%	-2%	-4	0%	3%	-10%
N[C@@H](Cc1ccccc1)C(=O)N1CCC(C(=O)NCC(=O)Nc2ccc(F)cc2)CC1	.	6%	-3%	-23	3%	2%	-15%	15	1%	0%	0%
CCc1ccc(NC(=O)C2CCN(C(=O)N3CCOc4ccccc43)CC2)cc1	1	-1%	37%	1	-9%	3%	-3%	3	-5%	0%	-8%
COc1ccc(Br)c(C(=O)OCC(=O)NC2CCCCCC2)c1	.	?	.	11	-1%	2%	0%	-11	-14%	.	0%
CCOC(=O)C1CCCN(S(=O)(=O)c2cc(C(=O)OC)n(C)c2)C1 (stereo unspecified)	0	0%	42%	-2	-5%	-3%	-2%	4	-19%	16µM*	-9%
Cc1ccc(CNC(=O)C(C)C2Sc3ccccc3NC2=O)cc1 (stereo unspecified)	2	0%	11%	-25	-2%	0%	-2%	-29	0%	-6%	-1%
CN(C)S(=O)(=O)c1ccc2oc(SCC(=O)c3c(N)n(C4CC4)c(=O)[nH]c3=O)nc2c1	.	0%	.	11	-3%	-6%	-3%	-14	1%	.	-12%
CCOC(=O)c1cc(CC)sc1NC(=O)c1ccc([N+](=O)[O-])c(N2CCOCC2)c1	2	-1%	-4%	-15	2%	1%	-2%	-1	0%	5%	-2%
Cc1cccn2c(=O)c3cc(C(=O)NCC4CCCO4)c(=N)n(Cc4ccc(F)cc4)c3nc12 (stereo unspecified)	.	-1%	-18%	2	-10%	1%	10%	-9	-6%	-5%	-1%
CCn1c(SCC(=O)Nc2ccc3c(c2)OCO3)nc2c1c(=O)n(C)c(=O)n2C	6	10%	-13%	-6	9%	0%	0%	7	3%	0%	-3%
COc1ccc(CCN(Cc2ccc(C(C)C)cc2)S(=O)(=O)c2ccc(S(=O)(=O)N(C)C)cc2)cc1OC	2	0%	18%	-7	8%	3%	-4%	13	-3%	-6%	-2%
COc1ccc(CNC(=O)CNC(c2ccccc2)c2ccccc2)cc1OC	1	0%	7%	34[activator]	1%	1%	-4%	2	1%	-9%	-4%
O=C(O)c1cc2cccc(S(=O)(=O)N3CCCCC3)c2cc1O	18	-18%	7%	-16	-3%	1%	0%	4	3%	0%	4%
CC(=O)c1c(N2CCC(C(N)=O)CC2)nc(=S)n(-c2ccccc2)c1C	-1	-2%	-11%	-9	2%	1%	-2%	6	3%	-6%	-2%
CSc1ncc(Cl)c(C(=O)Nc2ccccc2Br)n1	0	1%	13%	4	0%	2%	-8%	17	-15%	9%	0%
OCCN1CCN(C(c2cccs2)c2ccc3cccnc3c2O)CC1 (stereo unspecified)	-12	?	11µM*	.	?	2%	0%	.	.	11µM*	1%
O=C(NCCC1=CCCCC1)Nc1ccc2nsnc2c1	13	-15%	3%	9	0%	-1%	-3%	-17	-6%	-20%	0%
